GluA2 TARP mod – modulators of GluA2-stargazin AMPA receptor complexes, primary screen, cell-based, membrane potential dye; HEK293 GluA2+stargazin, membrane potential dye (FDSS), glutamate EC50; hits were called plate by plate, in both directions; calls only at 30 µM; 40,000 compounds, 3.5% hits;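 active = any of four per-well response measures lying three or more SD from its plate-wide compound average, in either direction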
Target sequence (O88602 whole entry, looked up): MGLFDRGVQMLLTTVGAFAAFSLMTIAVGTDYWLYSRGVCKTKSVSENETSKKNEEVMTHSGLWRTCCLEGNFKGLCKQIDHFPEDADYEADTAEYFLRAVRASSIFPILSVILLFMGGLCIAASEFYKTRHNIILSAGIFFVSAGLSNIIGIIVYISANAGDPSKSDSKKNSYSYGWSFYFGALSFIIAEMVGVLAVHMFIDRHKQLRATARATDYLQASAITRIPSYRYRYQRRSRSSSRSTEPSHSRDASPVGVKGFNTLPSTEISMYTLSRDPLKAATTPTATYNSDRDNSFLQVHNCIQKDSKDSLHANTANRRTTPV
Target sequence (P19491 whole entry, looked up): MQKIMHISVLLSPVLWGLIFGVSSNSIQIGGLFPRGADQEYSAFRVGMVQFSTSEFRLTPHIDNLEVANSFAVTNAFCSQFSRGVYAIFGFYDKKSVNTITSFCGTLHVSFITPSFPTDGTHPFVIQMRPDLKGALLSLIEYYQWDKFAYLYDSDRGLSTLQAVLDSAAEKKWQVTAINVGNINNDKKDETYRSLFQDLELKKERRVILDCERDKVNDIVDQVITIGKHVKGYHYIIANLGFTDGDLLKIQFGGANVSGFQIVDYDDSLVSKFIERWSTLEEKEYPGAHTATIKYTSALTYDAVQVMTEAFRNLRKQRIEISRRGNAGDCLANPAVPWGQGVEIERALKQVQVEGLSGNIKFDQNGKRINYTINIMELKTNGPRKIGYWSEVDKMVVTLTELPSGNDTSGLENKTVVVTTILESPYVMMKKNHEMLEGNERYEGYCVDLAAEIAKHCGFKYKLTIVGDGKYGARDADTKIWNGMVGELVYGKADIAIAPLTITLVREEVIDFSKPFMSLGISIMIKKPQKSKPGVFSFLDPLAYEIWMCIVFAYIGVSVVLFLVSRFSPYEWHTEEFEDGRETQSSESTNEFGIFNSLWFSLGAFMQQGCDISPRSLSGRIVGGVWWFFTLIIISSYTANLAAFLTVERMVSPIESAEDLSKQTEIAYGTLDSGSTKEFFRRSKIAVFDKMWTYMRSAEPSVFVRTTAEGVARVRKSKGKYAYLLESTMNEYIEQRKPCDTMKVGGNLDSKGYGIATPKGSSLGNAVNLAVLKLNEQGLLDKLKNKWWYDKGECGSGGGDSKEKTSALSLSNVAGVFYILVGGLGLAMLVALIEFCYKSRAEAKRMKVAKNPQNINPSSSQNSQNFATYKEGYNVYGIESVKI
GluA2 TARP mod agonism max-min – second read-out of GluA2 TARP mod, no call of its own (marks repeat the call); compound max-min signal; compound-alone response (agonism);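 unitless range of fluorescence divided by baseline over first 100 seconds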
GluA2 TARP mod glutamate slope – second read-out of GluA2 TARP mod, no call of its own (marks repeat the call); glutamate slope, % of max; measured here: glutamate response slope, % max;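 scaled per plate between vehicle wells and maximal 1 mM glutamate control wells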
Active calls of the source: *; i = inactive; + = active, no number.

Each structure is followed by: GluA2 TARP mod, GluA2 TARP mod agonism max-min, GluA2 TARP mod glutamate slope
COc1ccc(NC(=O)c2ccc(=O)n(CC(=O)Nc3cccc(C(F)(F)F)c3)n2)cc1
  i, 0.0576, 48.1
CC1Cc2cc(-c3cc(CC(=O)Nc4ccc(F)c(Cl)c4)no3)ccc2O1 (stereo not given)
  i, 0.0508, 39.0
COc1ccc2ncc3c(-c4ccccc4)c(C(=O)NCC4CCCO4)sc3c2c1 (stereo not given)
  i, 0.0931, 53.1
CCc1ccc(OCC(O)CN2CCN(c3ccc(F)cc3)CC2)cc1 (stereo not given)
  i, 0.0463, 52.1
COc1ccccc1N1C(=O)/C(=C/c2ccncc2)SC1=S
  i, 0.0747, 47.3
O=C(COc1ccccc1)N(Cc1ccncc1)c1nc2ccc(F)cc2s1
  i, 0.0856, 62.6
Cc1ccc(C)c(N2C(=O)N(Cc3ccccc3F)C3CS(=O)(=O)CC32)c1 (stereo not given)
  +, 0.0502*, 52.8*
COc1ccc(CNC(=O)c2cc3cccnc3n(C)c2=O)cc1
  i, 0.136, 51.1
CC(C)c1ccccc1OCCOCC(O)CN1CCN(c2ccc(F)cc2)CC1 (stereo not given)
  i, 0.102, 56.3
O=C(NC1CCCC1)C1CN(c2nc3c(C(F)(F)F)cccc3s2)C1
  i, 0.0895, 62.9
Cn1nc(C2CCCN(C(=O)c3ccco3)C2)n(-c2ccccc2)c1=O (stereo not given)
  i, 0.128, 46.9
CC(C)Oc1ccc(-c2noc(CSc3nc4cc5c(cc4c(=O)n3C)OCO5)n2)cc1
  i, 0.0821, 42.9
Cc1cccc(NC(=O)CSc2ccc(NC(=O)c3ccco3)nn2)c1C
  i, 0.0924, 44.7
CCOc1ccc(NC(=O)CN2C(=O)NC3(CCC(C)CC3)C2=O)cc1 (stereo not given)
  i, 0.106, 56.1
COCCNc1oc2c(c1-c1cccc(Cl)c1)c(=O)n(C)c(=O)n2C
  i, 0.107, 66.9
Cc1cccc(Cn2cnc3c(nnn3C)c2=O)c1
  i, 0.0921, 48.8
Cc1nc2ccccn2c(=O)c1NC(=O)Nc1ccc(C(C)(C)C)cc1
  i, 0.0853, 57.4
COC(=O)CSc1ccnc2c1c(=O)n(C)c(=O)n2C
  +, 0.115*, 28.9*
Cc1ccc(-n2c(C)c(C)n3c4c(=O)n(CC(=O)OCc5ccccc5)c(=O)n(C)c4nc23)cc1
  i, 0.0695, 36.5
CCN(CC)CCN1C(=O)C(O)=C(C(=O)c2cccs2)C1c1cccc(OC)c1OC (stereo not given)
  i, 0.112, 62.8
COc1ccc(S(=O)(=O)NCC(c2ccc3c(c2)OCO3)N2CCOCC2)cc1F (stereo not given)
  i, 0.0709, 60.8
CCOC(=O)Cn1c(=O)c2c(nc3n2CCCN3c2ccc(OCC)cc2)n(C)c1=O
  i, 0.0949, 68.4
Cc1nc(C)c(C(=O)N2CCN(c3ccc4nnc(-c5ccco5)n4n3)CC2)s1
  i, 0.259, 68.2
COc1ccc(-c2nnc3ccc(OCCNC(=O)c4ccc5c(c4)OCO5)nn23)cc1
  i, 0.116, 70.4
COc1ccc(SCC(=O)Nc2sc3c(c2C#N)CCN(C(C)=O)C3)cc1
  i, 0.0768, 67.5
CN(C)C(CNC(=O)NCc1cccs1)c1ccco1 (stereo not given)
  i, 0.133, 52.7
Cc1nc2ccccc2n1CC1CCN(S(=O)(=O)c2ccc(Cl)s2)CC1
  i, 0.109, 80.3
COc1ccc(NC(=O)c2ccc(S(=O)(=O)C(C)C)cc2)c([N+](=O)[O-])c1
  i, 0.141, 61.3
O=S(=O)(c1ccc(Cl)s1)N1CCN(c2ccc(-c3ccccc3)nn2)CC1
  i, 0.0331, 38.3
CC(=O)NS(=O)(=O)c1ccc(NC(=O)C2CN(c3nc4c(C(F)(F)F)cccc4s3)C2)cc1
  i, 0.0841, 62.7
CC(O)CNC(=O)C(=O)NCc1ccccc1 (stereo not given)
  i, 0.112, 56.5
O=C(CSc1nc(-c2ccccc2)[nH]c1S(=O)(=O)c1ccccc1)NC1CCS(=O)(=O)C1 (stereo not given)
  i, 0.119, 57.4
O=C(CSc1ccc(F)cc1)NCCc1csc2nc(-c3cccc(F)c3)nn12
  i, 0.155, 44.5
COc1ccc(S(=O)(=O)CCC(=O)Nc2nnc(-c3ccc4c(c3)CCCC4)o2)cc1
  i, 0.0881, 69.0
COc1ccccc1-n1c(C)c(C)n2c3c(=O)n(Cc4ccccc4)c(=O)n(C)c3nc12
  i, 0.0725, 72.7
CC(C)S(=O)(=O)c1ccc(C(=O)Nc2nc(-c3ccc4c(c3)OCO4)cs2)cc1
  i, 0.111, 52.2
COc1ccccc1C(=O)n1nc(-c2ccccc2)nc1N
  i, 0.0539, 35.6
CCOc1cn(-c2ccc(F)cc2)nc1C(=O)N1CCOCC1
  i, 0.103, 64.2
CSc1ccccc1C(=O)Nc1nn(C)c2c1C(c1ccccc1)CC(=O)N2 (stereo not given)
  i, 0.114, 60.8
CC1=C(C(=O)Nc2ccc(F)cc2)C(c2ccc(C)cc2)C2=C(CC(C)(C)CC2=O)N1 (stereo not given)
  i, 0.116, 44.2
O=C(Cn1nc2c(c1NC(=O)Cc1cccs1)CSC2)NCC1CCCO1 (stereo not given)
  i, 0.0803, 69.2
CCCCOC(=O)Nc1ccc(Cl)c(Cl)c1
  i, 0.0757, 79.2
Cc1cccc(C)c1NC(=O)COc1ccc2c(C)cc(=O)oc2c1C
  i, 0.0766, 37.5
C=CCn1c(=O)c2sc(N(CC)CC)nc2n(CC(=O)Nc2c(C)cccc2C)c1=O
  i, 0.0213, 41.9
CC(=O)Cn1c(=O)c2c(nc3n2CC(C)CN3c2ccc(Br)cc2)n(C)c1=O (stereo not given)
  i, 0.0623, 57.3
CNC(=O)Cc1ccc(NC(=O)c2cccnc2SC)cc1
  i, 0.0935, 65.3
O=C(/C=C/c1ccco1)NCc1cccc(Oc2ccc(F)cc2)c1
  i, 0.0834, 71.2
CCc1ccc(N2C(=O)C3N=NN(CC(=O)Nc4ccccc4)C3C2=O)cc1 (stereo not given)
  i, 0.127, 65.8
CCS(=O)(=O)NC1CC(=O)N(c2cccc(F)c2)C1 (stereo not given)
  i, 0.0513, 43.9
COCCNC(=O)C(=O)NCc1ccco1
  i, 0.0482, 67.2
O=C(NCCc1ccccc1)C(=O)NCC1(O)CCCC1
  i, 0.0864, 64.3
O=S(=O)(Cc1ccccc1)NCCC(O)C1CC1 (stereo not given)
  i, 0.0993, 60.6
COC(=O)c1ccccc1NC(=O)c1ccc(N2CCCCS2(=O)=O)cc1
  i, 0.104, 52.6
Cc1ccc(Cl)c2sc(N(Cc3ccccn3)C(=O)Cc3ccc(S(C)(=O)=O)cc3)nc12
  i, 0.061, 50.8
CN(C)CCN1CCC(CN)C1 (stereo not given)
  i, 0.0424, 57.1
O=C(Nc1cccs1)N1CCC(c2cccs2)CC1
  i, 0.14, 61.7
CCc1nccn1CC(C)C(=O)O (stereo not given)
  i, 0.0996, 49.6
CCc1cc2c(N3CCN(c4ccccn4)CC3)ncnc2s1
  i, 0.115, 57.0
Cc1cc[nH]c1C(=O)O
  i, 0.108, 71.3
CCOc1ccccc1-n1ccn(CC(=O)Nc2ccccc2Cl)c(=O)c1=O
  i, 0.0759, 69.9

5 entries from above, with bars between the fields.
smiles | GluA2 TARP mod | GluA2 TARP mod agonism max-min | GluA2 TARP mod glutamate slope
O=S(=O)(Cc1ccccc1)NCCC(O)C1CC1 (stereo not given) | i | 0.0993 | 60.6
COC(=O)c1ccccc1NC(=O)c1ccc(N2CCCCS2(=O)=O)cc1 | i | 0.104 | 52.6
Cc1ccc(Cl)c2sc(N(Cc3ccccn3)C(=O)Cc3ccc(S(C)(=O)=O)cc3)nc12 | i | 0.061 | 50.8
CN(C)CCN1CCC(CN)C1 (stereo not given) | i | 0.0424 | 57.1
O=C(Nc1cccs1)N1CCC(c2cccs2)CC1 | i | 0.14 | 61.7

(next part)
Each structure is followed by: GluA2 TARP mod, GluA2 TARP mod agonism max-min, GluA2 TARP mod glutamate slope
CC1CN(S(=O)(=O)N(C)C)CCN1S(=O)(=O)N(C)C (stereo not given)
  i, 0.069, 56.0
COc1ccc(S(=O)(=O)N2CCCOC2CNC(=O)C(=O)NC2CCCCCC2)cc1C (stereo not given)
  i, 0.0645, 45.9
Cn1nc(CNC(=O)NCc2cccs2)c2ccccc2c1=O
  i, 0.167, 54.6
COc1cc(OC)c2c(=O)cc(-c3ccccc3)oc2c1
  i, 0.111, 64.9
O=C(NCC(c1cccc2ccccc12)N1CCOCC1)C(=O)NC1CCCC1 (stereo not given)
  i, 0.114, 57.9
COC(=O)c1sccc1S(=O)(=O)Nc1cccc(OC)c1
  i, 0.116, 54.2
Cc1c(C(=O)N2CCN(c3ccc(-c4ccccn4)nn3)CC2)cnn1-c1ccccc1
  i, 0.0918, 20.8
Cc1ccc(NC(=O)C2CC(Cl)=CCC2C(=O)O)c(Br)c1 (stereo not given)
  i, 0.0405, 49.6
O=C(NC1CCCC1)c1ccc(N2CCCCS2(=O)=O)cc1
  i, 0.0871, 55.9
COc1nn(C)cc1-c1nnc(SCC(=O)Nc2ccc(C(F)(F)F)cc2)n1C
  i, 0.099, 54.9
CC(=O)N1CCN(C(=O)CCc2csc(NC(=O)c3ccc[nH]c3=O)n2)CC1
  i, 0.129, 44.6
COc1ccc(CC(=O)Nn2cnc3c(cnn3-c3ccccc3)c2=O)cc1
  i, 0.0889, 69.5
Cc1ccc(Cl)cc1-n1cnc2ccccc2c1=O
  i, 0.0351, 31.5
Cc1c(Cl)ccc2sc(N(CCCn3ccnc3)C(=O)COc3ccccc3)nc12
  i, 0.123, 44.0
Cc1cccc(NC(=O)CCc2csc(NC(=O)c3ccc(F)cc3)n2)c1C
  i, 0.108, 63.1
Cc1ccc(Cn2nc(C(=O)Nc3cc(C)ns3)ccc2=O)cc1
  i, 0.0763, 47.9
CC(C)N1CCC(CNS(=O)(=O)c2cccc(Cl)c2)CC1
  i, 0.103, 56.1
C=CCNC(=O)Nc1nc2c(s1)CCCC2
  i, 0.122, 56.9
COC(=O)CC1(C(=O)OC)SC(=Nc2ccccc2)NN1c1nc2ccccc2s1 (stereo not given)
  i, 0.136, 61.4
CC(=O)N1CCN(c2cc3c(cc2F)c(=O)c(C(=O)O)cn3C2CC2)CC1
  i, 0.108, 36.9
O=C(N1CCCCCC1)N1CCN(S(=O)(=O)c2ccc(Cl)cc2)CC1
  i, 0.0278, 70.0
COCCN1CCC(CNC(=O)C(=O)Nc2c(C)cccc2C)CC1
  i, 0.0765, 61.4
Cc1c(C#N)c2nc3ccccc3n2c(=O)/c1=C\Nc1ccc2c(c1)OCO2
  i, 0.0848, 49.2
Cc1ccc(C)c(Cn2nc3ccc(S(=O)(=O)N4CCSCC4)cn3c2=O)c1
  i, 0.071, 56.6
O=C(Nc1nnc(CS(=O)(=O)c2ccccc2)o1)c1cccs1
  i, 0.0804, 52.8
Cc1cc(C(=O)NCC(O)(c2ccccc2)C(F)(F)F)no1 (stereo not given)
  i, 0.11, 41.2
O=C(NCCCn1nc(-c2ccc(Cl)cc2)ccc1=O)c1cc2ccccc2oc1=O
  i, 0.08, 58.8
CCCCn1c(=O)c2c(nc3n2CC(C)CN3c2ccc(Oc3ccccc3)cc2)n(C)c1=O (stereo not given)
  i, 0.115, 71.3
CCOc1ccccc1NC(=O)c1ccc(F)c(S(=O)(=O)N2CCN(c3ccccc3F)CC2)c1
  i, 0.088, 62.7
COc1ccc(CCC(=O)NCC(O)(c2ccccc2)C(F)(F)F)cc1 (stereo not given)
  i, 0.141, 49.7
COc1ccc(-c2cc(CC(=O)NC3CCCCC3C)no2)cc1OC (stereo not given)
  i, 0.0422, 20.7
Cc1ccc(S(=O)(=O)N(C)c2cc(S(=O)(=O)N(C)c3ccccc3C)c(C)cc2C)cc1
  i, 0.0837, 80.1
Cc1nc(NC(=O)c2ccc(Br)cc2)sc1C
  i, 0.116, 37.0
O=C(NCCS(=O)(=O)N1CCN(C(c2ccccc2)c2ccccc2)CC1)c1ccccc1
  i, 0.113, 63.1
COc1nn(C)cc1C(=O)N1CCN(c2ccc(-c3ccccc3C)nn2)CC1
  i, 0.0184, 35.6
Cc1ccc(N2CC(C(=O)N3CCC(c4nnc(-c5ccc(F)cc5)o4)CC3)CC2=O)cc1 (stereo not given)
  i, 0.113, 71.1
CCOC(=O)CNC(=O)CN1C(=O)CC(c2ccc(OC)cc2)Sc2ccccc21 (stereo not given)
  i, 0.111, 57.6
CN(C)S(=O)(=O)c1ccc(C(=O)Nc2ncnc3nc[nH]c23)o1
  i, 0.121, 60.2
Cc1nc2ccccn2c(=O)c1NC(=O)Nc1ccc(OC(F)(F)F)cc1
  i, 0.124, 61.2
COc1cc(OC)c(NC(=O)CS(=O)(=O)c2cccs2)cc1Cl
  i, 0.0968, 47.1
CCOc1ccc(S(=O)(=O)NCC2CCN(C)CC2)cc1F
  i, 0.0705, 72.6
CC(C)Sc1ccc(CC(=O)NC2CCCC(O)C2)cc1 (stereo not given)
  i, 0.155, 89.1
CNC(=O)CCn1nc(-c2ccc(Cl)cc2)c2ccccc2c1=O
  i, 0.0571, 1.0
Cc1c(NC(=O)N(C)c2ccccc2)c(=O)n(-c2ccccc2)n1C
  i, 0.069, 8.5
O=C(Nc1ccc2c(c1)CN(C(=O)C1CC1)CC2)NC1CC1
  i, 0.0513, 62.5
COC(=O)c1ccc(CSc2nnc(CCn3ccc(=O)[nH]c3=O)o2)cc1
  i, 0.0471, 62.0
CCc1nnc2ccc(N3CCN(S(=O)(=O)c4ccc5ccccc5c4)CC3)nn12
  i, 0.119, 37.7

Some of these compounds in order of number of heavy atoms, smallest number first.
Each structure is followed by: GluA2 TARP mod, GluA2 TARP mod agonism max-min, GluA2 TARP mod glutamate slope
Cc1c(NC(=O)N(C)c2ccccc2)c(=O)n(-c2ccccc2)n1C
  i, 0.069, 8.5
CCc1nnc2ccc(N3CCN(S(=O)(=O)c4ccc5ccccc5c4)CC3)nn12
  i, 0.119, 37.7
Cc1ccc(N2CC(C(=O)N3CCC(c4nnc(-c5ccc(F)cc5)o4)CC3)CC2=O)cc1 (stereo not given)
  i, 0.113, 71.1

Only part of the results is shown, so the mix of outcomes need not match the whole.
